Tau FP inhib: tau fibrillization inhibition (FP); K18 P301L tau heparin fibrillization, Alexa594 FP, 6 h; Potency, µM (doses to about 57.7 µM), without a hit: at the top dose activity, negative = inhibition, usual class: inhibitors; 0.39% of 280,000 active; note: % is set by controls: 0 for no effect and ±100 for the full control effect; nearly all actives have a fitted effect of over 55% in size
Target sequence (P10636 561-689 P618L limits assumed): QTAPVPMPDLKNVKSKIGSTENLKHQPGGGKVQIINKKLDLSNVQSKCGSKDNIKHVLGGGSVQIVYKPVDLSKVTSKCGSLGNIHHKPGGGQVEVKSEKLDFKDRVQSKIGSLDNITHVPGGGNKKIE
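Quantitative HTS format: compounds meet 15 uM recombinant K18 P301L tau and Alexa 594-tau tracer in 100 mM sodium acetate pH 7; 20 uM heparin triggers fibrillization at 37 C over 6 hr; FP gives the signal.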
GAA spleen mod: lysosomal alpha-glucosidase (human) modulation. P10253. human spleen homogenate, 4-MU-alpha-glucoside fluorescence. Potency, µM (highest dose often 79.9 µM), for the others: at the top dose activity change, negative = inhibition, usual class: inhibitors. 0.006% of 240,000 active. AID 2112;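 note: 0% = enzyme with vehicle and -100% = no enzyme basal signal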
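Compounds were titrated against alpha-glucosidase in spleen homogenate at pH 5.0, with 1 mM 4-methylumbelliferyl substrate for 40 min at 37 C. Reactions were quenched with pH 10 NaOH/glycine and fluorescence measured.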
GAA glycogen mod: GAA glycogen-cleavage inhibition or activation. recombinant GAA, glycogen substrate, Amplex Red glucose oxidase fluorescence. Potency, µM (titrated, usually from 76.4 µM), without a hit: top-dose activity change, negative = inhibition, actives largely listed as inhibitors. 0.38% of 300,000 active. AID 2100;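 note: 0% = full enzyme reaction and -100% = no-enzyme basal signal; the screen sought inhibitors and activators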
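Recombinant human alpha-glucosidase (4 nM final) hydrolysed bovine liver glycogen (30 ug) for 40 min at 37 C in pH 5.0 citrate/phosphate with 0.01% Tween-20. Released glucose detected by glucose oxidase/Amplex Red, Ex 573/Em 610 nm. Compounds up to 77 uM; AC50 from Hill fits.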
GAA inhib: inhibitors of human lysosomal alpha-glucosidase | P10253 | purified human GAA, 4-MU-alpha-glucoside fluorescence | Potency, µM (series often up to 76.9 µM), without a hit: at the top dose activity change, negative = inhibition, actives largely listed as inhibitors | 0.005% of 200,000 active | AID 1466;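 note: plate controls were uninhibited enzyme wells for no effect and no-enzyme background for full effect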
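Enzyme (4 nM final) mixed with compound (up to 77 uM), then 4-MU-alpha-D-pyranoside (400 uM final) added; 20 min at room temperature, pH 5.0. Reaction stopped at pH 10, fluorescence read, AC50 derived by Hill fit.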
GLA spleen mod: alpha-galactosidase A (human) modulation | human spleen homogenate, 4MU-alpha-Gal fluorescence, 40 min | Potency, µM (series often up to 80 µM), without a hit: at the top dose activity change, negative = inhibition, hits mostly inhibitors | 0.008% of 240,000 active;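 note: 0% = enzyme with vehicle and -100% = no enzyme basal signal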
Target sequence (P06280 32-429 limits assumed): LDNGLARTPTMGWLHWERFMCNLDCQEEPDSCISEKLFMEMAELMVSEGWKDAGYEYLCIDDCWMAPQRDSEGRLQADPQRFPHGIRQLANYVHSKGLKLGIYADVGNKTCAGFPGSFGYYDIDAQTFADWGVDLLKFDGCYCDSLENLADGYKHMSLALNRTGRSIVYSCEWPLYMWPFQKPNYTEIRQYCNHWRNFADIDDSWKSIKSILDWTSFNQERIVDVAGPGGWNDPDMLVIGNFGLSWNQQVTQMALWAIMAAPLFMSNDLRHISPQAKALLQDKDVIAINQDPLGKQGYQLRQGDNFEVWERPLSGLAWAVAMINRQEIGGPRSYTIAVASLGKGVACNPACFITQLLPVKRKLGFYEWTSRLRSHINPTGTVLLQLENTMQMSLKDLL
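Spleen homogenate 1 ug + cpd (titration) + 4-MU-alpha-D-galactopyranoside 1 mM; 37C 40 min; 50 mM citrate/phosphate pH 5.0, 0.01% Tween-20; stop pH 10; fluorescence 365/440; AC50 via Hill.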
Tau ThT inhib: tau fibrillization inhibition (ThT binding); recombinant tau K18 P301L, heparin-induced fibrillization, ThT fluorescence; 2.1% of 270,000 active; Potency, µM (top dose mostly 57.4 µM), inactives show at the top dose activity, negative = inhibition, usual class: inhibitors; AID 1460; note: % is set by controls: 0 for no effect and ±100 for the full control effect; nearly all actives have a fitted effect of over 55% in size
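K18 P301L tau (15 uM + 0.24 uM Alexa 594-tagged), heparin 20 uM, NaOAc pH 7, 6 h 37 C; ThT 30 uM, 1 h RT, ex 450/em 510 nm.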
HTT ATP protect: protects HTT-Q103 PC12 cells, measured by ATP; PC12 HTT-Q103 induced, cytoprotection, ATP luminescence, 40 h; Potency, µM (highest dose often 56.4 µM), for the others: cytoprotection (ATP increase), hits mostly activators; 0.14% of 230,000 active;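 note: % of control where 0% means no effect; nearly all actives have a fitted effect of over 45% in size; toxic huntingtin expression switched on by the ecdysone agonist tebufenozide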
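Compounds were screened for protection of PC12 cells against cell death after tebufenozide induction (100 nM final) of mutant Huntingtin exon 1 (Q103) fused to GFP.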
Tau fluor counter: counter-screen for tau fibril formation inhibitors | tau K18 P301L (four-repeat tau fragment) Alexa594 fluorescence, heparin fibrillization | Potency, µM (series often up to 57.7 µM), for inactives: at the highest dose activity change, negative = decrease | 0.93% of 280,000 active; note: % is set by controls: 0 for no effect and ±100 for the full control effect; nearly all actives have a fitted effect of over 55% in size
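Human K18 P301L tau (15 uM unlabeled plus 0.24 uM Alexa 594-labeled, final) in 100 mM sodium acetate pH 7 was mixed with compound and 20 uM heparin and incubated 6 hr at 37 C.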
* = called active by the depositor; ? = inconclusive; . = not tested or not shown; & = joins results of further samples; [ ] = another dose, or the depositor's remark. Calls come from the whole dose curve; as a rule, active = well fitted curve in the direction sought with a large enough effect; inconclusive = small, poorly fitted or top-dose-only effect, or another doubt; inactive = no such curve, though single readings can be large; an effect the other way counts as inactive or inconclusive. Potency is the fitted concentration of half-maximal effect.

Compound	Tau FP inhib	GAA spleen mod	GAA glycogen mod	GAA inhib	GLA spleen mod	Tau ThT inhib	HTT ATP protect	Tau fluor counter
CCCCN(C(=O)CSc1nnc(-c2ccc(OC)cc2)n1CC)c1c(N)n(Cc2ccccc2)c(=O)[nH]c1=O	0%	-3%	12%	-3%	-3%	-6%	24%[10 µM]	0%
CCN(CC)CCCCn1c(-c2ccccc2)nc2c(N3CCOCC3)nc(C)nc21	-2%	9%	.	.	-22%	5%	-64%[inhibitor]	3%
CCOc1ccc(-c2nc(C#N)c(NCC3CCCO3)o2)cc1 (configuration not stated)	?	-18%	?	0%	6%	?	-8%	-28%
O=C(/C=C/c1cccc(Cl)c1)N1CCC(Cc2ccccc2)CC1	6%	2%	0%	3%	-1%	-12%	?	3%
Cn1c(C(=O)OC(C(=O)NC2CCCC2)c2cccnc2)cc2sccc21 (configuration not stated)	1%	-3%	0%	-12%	-2%	-4%	-25%[10 µM]	-8%
CC(C)=CC1C(CO)C1(C)C (configuration not stated)	-2%	-3%	.	.	6%	-2%	.	0%
S=c1[nH]nc(-c2cccc(Br)c2)o1	9%	5%	4%	0%	3%	-8%	21%[1.9 µM]	4%
O=C(/C=C/c1ccco1)N(Cc1ccc(Cl)cc1)C1CCS(=O)(=O)C1 (configuration not stated)	-9%	-8%	11%	.	-1%	?	15%[10 µM]	-8%
Cc1cc(N2CCOCC2)nc(SCC(=O)c2ccc(Cl)cc2)n1	2%	7%	-15%	-6%	7%	-11%	-17%	-3%
CC(NS(=O)(=O)c1ccccc1)C1COc2ccccc2O1 (configuration not stated)	-9%	-12%	1%	-4%	10%	-18%	8%	-23%
CCOc1ccc(C(=O)Nc2c(C(=O)c3ccccc3)oc3ccccc23)cc1	-10%	.	-7%[76.3 µM]	.	.	-2%	.	-22%
O=C(c1ccco1)N1CCN(c2nc3ccccc3n3nnnc23)CC1	9%	5%	3%	5%	4%	?	8%[10 µM]	-19%
Cc1cc(C)n2c(nc3ccccc32)c1C(=O)NCc1ccccc1	-5%	14%	6%	?	22%	?	-42%[inhibitor]	-6%
CCOc1ccc(NC(=O)C2CCCCN2S(=O)(=O)c2ccccc2)cc1 (configuration not stated)	7%	1%	-1%	-3%	-5%	-8%	2%	-13%
CC(=O)Nc1ccc(S(=O)(=O)Nc2cccc(-c3cn4cccnc4n3)c2)cc1	-6%	-1%	-16%	?	-2%	2%	-54%	-7%
N#CCCN1CCN(S(=O)(=O)c2ccc3c(c2)OCCCO3)CC1	-1%	9%	1%	2%	9%	-1%	17%	-2%
Cc1ccc(Nc2c3c(nc4nncn24)CCC3)cc1	2%	.	2%[76.3 µM]	.	.	6%	.	11%
Cc1ccc(S(=O)(=O)Oc2cccc(/C=N/Nc3ccc(C(=O)O)cc3)c2)cc1	7%	3%	?	.	8%	-23%	25%[10 µM]	?
COc1cc(S(=O)(=O)Nc2ncccc2C)c(OC)cc1Cl	-1%	-3%	6%	-1%	3%	-2%	9%[0.074 µM]	-1%
Cc1ccc(NC(=O)Cn2c(=O)n(CCCC(=O)NCc3ccc4c(c3)OCO4)c(=O)c3ccccc32)cc1	-14%	.	-6%[76.3 µM]	.	.	4%	.	-20%
COc1cc(/C=C(\C#N)C(=O)NCc2ccccc2)ccc1OCc1ccc(C(=O)O)cc1	5%	-5%	3%	.	-4%	-16%	-15%[10 µM]	-9%
Cc1cc2ccccc2n1CCNC(=O)c1ccc(S(=O)(=O)N2CCOCC2)cc1	-12%	-3%	-10%	?	0%	?	-10%	-23%
COc1ccc(-c2nn(-c3ccccc3)cc2C(=O)N2c3ccc(C)cc3C3CN(C)CCC32)cc1 (configuration not stated)	2%	-8%	4%	-11%	-5%	-3%	1%[10 µM]	0%
CCCc1cc(=O)oc2cc(C)c3c(C)coc3c12	3%	-13%	-1%	5%	18%	-2%	-5%	-2%
COc1ccccc1C(=O)Nc1nc(-c2ccc(S(=O)(=O)N3CCOCC3)cc2)cs1	-2%	9%	?	-13%	-8%	-5%	-90%[inhibitor]	?
CCCNS(=O)(=O)c1ccc(CCC(=O)N2CCN(c3ccc(F)cc3)CC2)cc1	-1%	6%	-1%	-4%	0%	-4%	8%[10 µM]	-5%
Cc1cc(OCC(=O)NCc2cccnc2)ccc1[N+](=O)[O-]	2%	7%	-8%	12%	11%	-5%	-65%[inhibitor]	-3%
COCCN(Cc1cc2ccccc2[nH]c1=O)C(=O)c1ccccc1OC	7%	2%	5%	5%	2%	-12%	16%	-4%
COc1cccc(/C=N/n2c(-c3n[nH]c4c3CCC4)n[nH]c2=S)c1OC	-4%	4%	-17%	-5%[15.4 µM]	6%	-16%	-15%[10 µM]	-5%
O=S(=O)(c1ccc2ccccc2c1)N1CCN(C2Cc3ccccc3C2)CC1	-12%	-2%	-2%	-6%	-4%	-10%	5%[10 µM]	-13%

Some entries already given, limited to Tau fluor counter and GAA spleen mod:
mol | Tau fluor counter | GAA spleen mod
CCCc1cc(=O)oc2cc(C)c3c(C)coc3c12 | -2% | -13%
COc1ccccc1C(=O)Nc1nc(-c2ccc(S(=O)(=O)N3CCOCC3)cc2)cs1 | ? | 9%
CCCNS(=O)(=O)c1ccc(CCC(=O)N2CCN(c3ccc(F)cc3)CC2)cc1 | -5% | 6%
Cc1cc(OCC(=O)NCc2cccnc2)ccc1[N+](=O)[O-] | -3% | 7%
COCCN(Cc1cc2ccccc2[nH]c1=O)C(=O)c1ccccc1OC | -4% | 2%

Going on with the list.
Compound	Tau FP inhib	GAA spleen mod	GAA glycogen mod	GAA inhib	GLA spleen mod	Tau ThT inhib	HTT ATP protect	Tau fluor counter
Nc1ccc(N2CCCCC2)c(S(=O)(=O)Nc2ccccc2Cl)c1	7%	-3%	-23%	.	4%	?	8%[10 µM]	?
C=CCN1C(=O)C2(NC(=O)c3ccccc3N2)c2ccccc21 (configuration not stated)	-9%	-3%	9%	5%	3%	0%	-13%[10 µM]	-4%
N#C/C(=C\c1ccc(N2CCOCC2)c([N+](=O)[O-])c1)c1nc2ccccc2[nH]1	-7%	-1%	-2%	0%	0%	5µM*	30%[10 µM]	22µM*[quencher]
CCn1nnnc1SCCSc1nnnn1CC	0%	-2%	2%	-9%	1%	-6%	3%[10 µM]	-4%
CCN1C(=O)N[C@@H](c2ccccc2)[C@H](C(C)=O)[C@H]1C	2%[11.6 µM]	13%[17.4 µM]	.	.	-16%[17.5 µM]	-2%[11.5 µM]	-16%[10 µM]	-7%[11.6 µM]
O=C1C=C(NCCOC23CC4CC(CC(C4)C2)C3)C2(CCCCC2)O1	6%	1%	-14%	-4%	-4%	5%	-37%[inhibitor]	8%
CC(C)CC(C(=O)Nn1cnnc1)N1C(=O)c2ccccc2C1=O (configuration not stated)	-1%	15%	-10%	-5%	5%	-7%	-6%	-5%
Cc1c(NC(=O)c2cc3nc(-c4ccc(Cl)cc4)cc(C(F)(F)F)n3n2)c(=O)n(-c2ccccc2)n1C	-12%	1%	-2%	3%	12%	?	-18%[10 µM]	-7%
CCOC(=O)C(C)Nc1ncnc2onc(C)c12 (configuration not stated)	-1%	.	2%[76.3 µM]	.	.	3%	.	-1%
Cc1cnc(CNc2ncncc2-c2ccccc2C(F)(F)F)cn1	6%	-6%	.	.	-6%	7%	-4%	1%
CCOc1ccc(N(Cc2cc3ccc(C)cc3[nH]c2=O)C(=O)COC)cc1	-5%	-5%	2%	2%	5%	-14%	-15%[0.074 µM]	-8%
O=C(Nc1ccon1)c1cc2ccccc2oc1=O	-2%	-3%	3%	-13%	-3%	2%	14%	-3%
O=C(Nc1nc2ccccc2n1CCN1CCCCC1)c1ccc(Cl)cc1	11%	-5%	8%	-1%	0%	16%	18%	-1%
COc1nc(N/N=C/c2ccc(-c3cccc([N+](=O)[O-])c3)o2)nc(N2CCOCC2)n1	11%	-20%	-6%	-12%	9%	?	3%[10 µM]	-12%
O=C(O)CCCN=C1CCCc2ccccc2N1	7%	-5%	0%	-1%	-5%	-8%	-8%	-5%
CCOC(=O)C1CCN(C(=O)COC(=O)c2ccc3c(c2)C(=O)N(c2ccc(OCC)cc2)C3=O)CC1	6%	1%	6%	2%	2%	?	2%	?
CC1CCCCC1NC(=O)c1ccc(S(=O)(=O)NCc2ccco2)cc1 (configuration not stated)	15%	-5%	15%	0%	-4%	-7%	-18%[10 µM]	-4%
Cc1cc(C)c2c3c(sc2n1)C(c1cccc(F)c1)C(C#N)=C(N)O3 (configuration not stated)	-14%	1%	-7%	-5%	6%	?	19%	?
CCN1CCN(C(=O)c2ccc(Sc3ccccc3Cl)c([N+](=O)[O-])c2)CC1	3%	-12%	-2%	5%	-8%	-3%	-7%[10 µM]	-13%
Cn1c(=O)c2c(nc(OCc3cccnc3)n2Cc2ccccc2)n(C)c1=O	1%	3%	9%	-3%	19%	-7%	6%[10 µM]	-9%
O=C(Cn1ccc([N+](=O)[O-])n1)NCc1ccco1	-1%	-7%	11%	?	7%	-13%	14%	-5%
NC(=O)c1cc(S(=O)(=O)N2CCCCC2)cs1	-1%	.	0%&19%[76.3 µM]	.	.	7%	.	2%
CC(OC(=O)c1cc2c(s1)CCCCC2)C(=O)NC(N)=O (configuration not stated)	3%	6%	-1%	-7%	7%	-12%	41%[1.9 µM]	-8%

Look-ups from the entries so far.
Value for `CCCc1cc(=O)oc2cc(C)c3c(C)coc3c12` in Tau FP inhib: 3%
Value for `Cc1ccc(NC(=O)Cn2c(=O)n(CCCC(=O)NCc3ccc4c(c3)OCO4)c(=O)c3ccccc32)cc1` in Tau fluor counter: -20%

Screening data from PubChem.
